S1P4 antagonist = human S1P4 receptor antagonism | S1P4-expressing cells, antagonist mode, reporter read-out | inhibition, % at 4.98 µM | 220,000 tested, 0.26% active | AID 1510; in the data active = inhibition above about 29%;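 note: 0% = wells stimulated with agonist and 100% = vehicle wells without agonist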
NPY Y1 blocker = NPY-Y1 (human) receptor antagonism; inhibition, % at 3.6 µM; AID 1040; 200,000 tested, 1% active; HEK293-CNG Y1 cells, membrane potential fluorescence; NPY at EC95, then isoproterenol; P25929;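 active = inhibition above the campaign mean inhibition of all tested compounds plus 3 SD, cut at about 20% in these data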;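 note: 0% = DMSO wells given NPY plus isoproterenol and 100% = isoproterenol alone without NPY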
Target sequence (P25929 whole entry, looked up): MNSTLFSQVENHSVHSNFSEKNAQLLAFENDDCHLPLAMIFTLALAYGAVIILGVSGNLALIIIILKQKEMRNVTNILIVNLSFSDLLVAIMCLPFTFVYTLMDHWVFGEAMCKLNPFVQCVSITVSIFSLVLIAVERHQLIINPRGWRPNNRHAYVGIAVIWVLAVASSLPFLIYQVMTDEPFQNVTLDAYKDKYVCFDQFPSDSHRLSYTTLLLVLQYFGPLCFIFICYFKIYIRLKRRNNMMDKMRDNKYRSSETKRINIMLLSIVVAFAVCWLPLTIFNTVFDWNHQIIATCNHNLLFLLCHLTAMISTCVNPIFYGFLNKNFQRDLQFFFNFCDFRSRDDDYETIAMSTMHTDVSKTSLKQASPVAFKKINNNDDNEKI
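Benchmarks – high control isoproterenol alone, low control NPY with isoproterenol · Material – HEK293 Y1/CNG channel cell line · Times – dye 3 h, compound 60 min room temperature, stimulation 45 min · Probe or stimulus – NPY (25 nM), isoproterenol (1 µM), Ro 20-1724 (25 µM) · Evaluation – % inhibition of NPY effect · Signal – fluorescence, membrane potential probe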
EP2 modulator = EP2 receptor (human) modulation | P43116 | EP2-expressing cells, cAMP HTRF FRET, PGE2 co-stimulation | induction, % at 25 µM | 260,000 tested, 0.83% active | AID 940;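 active = compounds whose cAMP rise, as percent of the full-agonist control response, exceeds 60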;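 note: rat C6 glioma line stably carrying human EP2 under a CMV promoter; the protocol text gives 20 µM as final concentration; 100% = response of wells given 1 µM PGE2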
Target sequence (P43116 whole entry, looked up): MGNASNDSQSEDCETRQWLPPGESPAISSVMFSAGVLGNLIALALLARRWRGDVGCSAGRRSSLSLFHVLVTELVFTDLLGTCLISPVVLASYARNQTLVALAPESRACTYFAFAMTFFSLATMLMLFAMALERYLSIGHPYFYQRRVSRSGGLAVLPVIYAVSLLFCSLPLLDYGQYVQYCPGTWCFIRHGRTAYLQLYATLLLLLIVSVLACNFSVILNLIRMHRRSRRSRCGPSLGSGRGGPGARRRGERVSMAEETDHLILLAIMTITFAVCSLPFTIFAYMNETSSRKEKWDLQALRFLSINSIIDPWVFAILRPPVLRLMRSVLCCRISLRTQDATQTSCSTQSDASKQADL
NPY-Y1 PAM-ag = human NPY-Y1 potentiation or agonism, primary screen; P25929; NPY-Y1 expressing cells, potentiator/agonist activation; activation, % at 3.6 µM; 220,000 tested, 0.37% active; AID 1304; in the data active = activation above about 33%, passing the limit was not always enough;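 note: cells stimulated with NPY at EC10 then isoproterenol at EC100; 0% = low agonist plus stimulus and 100% = saturating agonist plus stimulus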
NPY-Y2 PAM-ag = potentiates or activates human NPY-Y2 receptor; cells expressing NPY-Y2, potentiator/agonist read-out; activation, % at 3.6 µM; 220,000 tested, 0.45% active; AID 1359; in the data active = activation above about 27%;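 note: cells stimulated with NPY near EC25 plus isoproterenol at EC100; 0% = vehicle plus submaximal agonist and 100% = vehicle plus saturating agonist; some results beyond the cut were filed as inactive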
Target sequence (P49146 whole entry, looked up): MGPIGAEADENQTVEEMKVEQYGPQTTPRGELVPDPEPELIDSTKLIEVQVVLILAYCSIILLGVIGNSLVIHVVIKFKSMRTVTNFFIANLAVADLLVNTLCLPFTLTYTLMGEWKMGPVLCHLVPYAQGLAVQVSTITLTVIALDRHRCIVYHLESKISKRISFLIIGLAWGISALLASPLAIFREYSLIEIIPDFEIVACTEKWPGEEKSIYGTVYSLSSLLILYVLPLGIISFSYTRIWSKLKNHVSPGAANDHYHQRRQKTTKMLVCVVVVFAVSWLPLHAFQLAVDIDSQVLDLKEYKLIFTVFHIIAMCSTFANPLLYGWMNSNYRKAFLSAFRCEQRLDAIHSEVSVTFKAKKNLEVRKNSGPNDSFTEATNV
TRPN1 ag = activates the zebrafish TRPN1 channel | HEK293 zebrafish TRPN1-YFP, Fluo-8 calcium fluorescence; 100% = response to 87 µM carbachol | 220,000 tested, 0.18% active | activation, % at 3 µM | AID 1424;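 active = activation above its plate's cutoff, the mean activation of test wells on that plate plus 3 SD, cut at about 19% in these data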;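 note: 0% = DMSO alone and 100% = 87 µM carbachol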
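Material: zebrafish TRPN1-YFP in HEK293 cells; Doses: single test compound dose, 3 µM nominal, 0.3% DMSO; Timing: dye loading 1 h at 37 °C, then 30 min room temperature; Technique: intracellular calcium fluorescence with Fluo-8; Benchmarks: high carbachol 87 µM, low DMSO alone.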
S1P4 agonist = human S1P4 receptor agonism; AID 1509; O95977; S1P4-expressing cell line, agonist reporter assay; activation, % at 4.98 µM; 220,000 tested, 0.35% active; in the data active = activation above about 11%;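 note: 0% = DMSO vehicle and 100% = reference agonist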
TRPML3 ag = activates the human TRPML3 channel. HEK293 TRPML3-YFP, Fluo-8 calcium fluorescence; 100% = the carbachol control signal. activation, % at 3 µM. 220,000 tested, 0.29% active;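 active = activation above its plate's cutoff, the mean activation of the plate's test wells plus 3 SD, cut at about 12% in these data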;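 note: 0% = DMSO only wells and 100% = carbachol wells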
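Test system: HEK293 cells stably carrying human TRPML3-YFP; Doses: single dose, 3 µM final nominal compound, 0.3% DMSO final; Schedule: dye loading 1 h 37 °C then 30 min ambient, 125 s read; Technique: Fluo-8 calcium fluorescence; Benchmarks: high control carbachol 87 µM, low control DMSO.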
CHOP inh = inhibitors of CHOP induction in ER stress response; CHO-K1 CHOP-promoter luciferase, tunicamycin-induced, 15-18 h; inhibition, % at 10 µM; 220,000 tested, 3.8% active;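 active = compounds that reduced the stress-induced luciferase reporter signal by more than about 70% of percent inhibition, limit read from the data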;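 note: 0% = tunicamycin plus vehicle and 100% = wells without tunicamycin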
* marks the source's active call; other numbers are inactive results; x = not tested or not shown; & = joins results of further samples.

SMILES | S1P4 antagonist | NPY Y1 blocker | EP2 modulator | NPY-Y1 PAM-ag | NPY-Y2 PAM-ag | TRPN1 ag | S1P4 agonist | TRPML3 ag | CHOP inh
Cc1[nH]c(=O)[nH]c(=O)c1S(=O)(=O)NCCOC12CC3CC(CC(C3)C1)C2 | -1.0 | -1.0 | 18.9 | -2.7 | -1.6 | -0.7 | 0.0 | 0.6 | 35.6
CCOc1cc(/C=C2\N=C(C)OC2=O)cc(Br)c1OCCc1ccccc1 | 1.5 | 5.9 | 31.9 | 3.4 | -1.1 | 0.6 | -4.7 | 0.0 | 29.1
CC(=O)Nc1nc2c(c3c1c(=O)oc1ccccc13)CC(C)CC2 (stereo not given) | -11.5 | 9.8 | 30.4 | -3.3 | 3.0 | 0.0 | 2.6 | 0.8 | -15.2
CCCOc1c(Br)cc(C(=O)NCC)cc1OC | -7.2 | 6.3 | 1.6 | -19.8 | 10.3 | -1.5 | -0.9 | -0.6 | 21.9
CC1(C)CC(=O)C(C2=NC3(CCCCC3)Cc3ccccc32)=C(O)C1 | -4.2 | -6.4 | 10.5 | 14.7 | -9.8 | 0.1 | 2.0 | 0.1 | -17.2
Cc1nc2ccccc2n1CCc1nc2c3ccccc3nc(SCC(=O)NCc3ccco3)n2n1 | -9.4 | 4.1 | -6.7 | -0.6 | -4.6 | -1.1 | 0.7 | 0.2 | 72.2*
CCOC(=O)c1cc(-c2ccccc2)sc1NC(=S)Nc1cccc(C)n1 | -32.1 | -1.9 | 28.7 | -14.0 | -15.1 | 1.1 | 0.2 | 1.6 | 17.0
C[C@H](NC(=O)OC(C)(C)C)C(=O)NCC1CCC(C(=O)O)CC1 (stereo not given in full) | -13.9 | 4.0 | 18.1 | -3.6 | 3.9 | 0.1 | 1.4 | -0.1 | 12.2
CNC(=O)c1c(NC(=O)c2cccc(N3C(=O)CCC3=O)c2)sc2c1CCC2 | -5.3 | x | -51.5 | 6.8 | -9.7 | 0.4 | 1.2 | 0.1 | -16.8
O=C(O)COc1ccccc1/C=N/NC(=O)CNC(=O)c1ccc(F)cc1 | -15.3 | x | -7.6 | 8.4 | 2.5 | 0.7 | -0.9 | 0.0 | -6.7
Cc1ccc(NC(=O)N/C=C/c2ccco2)c(C)c1 | -2.4 | -1.2 | -11.7 | -4.7 | 5.7 | -0.1 | 0.5 | 0.8 | -7.3
O=C(Nc1ccc(N2CCCCC2)cc1)c1ccc2c(c1)OCCO2 | -7.0 | -3.6 | 5.0 | 4.4 | -7.5 | 3.2 | 2.9 | 1.8 | -0.7
O=C(/C=C/c1cccc(C(F)(F)F)c1)Nc1cccc(C(F)(F)F)c1 | -17.6 | -12.4 | 5.3 | 32.6 | 36.1* | 2.8 | 0.0 | 2.4 | 96.8*
Cc1cccc(C)c1NC(=O)CSCC(=O)O | -25.6 | -2.5 | 22.1 | 1.5 | 9.3 | 0.6 | 1.9 | 1.0 | 3.3
CC(CC(=O)Nc1nc2ccccc2[nH]1)n1ccnc1 (stereo not given) | -14.1 | -3.2 | -14.4 | 8.1 | 9.4 | 1.1 | 2.9 | 0.3 | 4.9
Cc1ccnc(N/C=C(/NC(=O)c2ccccc2)C(=O)N/N=C\c2ccc(Cl)cc2)n1 | -13.6 | x | -17.3 | 3.4 | -10.3 | -0.3 | -1.6 | -1.2 | 1.0
COc1cc2[nH]c(=S)n(C3CC3)c(=O)c2cc1OC | -6.8 | 0.7 | -1.8 | 0.9 | -3.5 | 0.1 | 1.4 | 2.4 | -1.4
COc1cc(C(=O)N2CCC(NC(=O)C(Cc3ccccc3)NC(C)=O)CC2)cc(OC)c1OC (stereo not given) | -5.0 | 5.1 | 15.2 | 19.9 | 9.7 | 0.1 | 0.4 | 1.1 | -4.2
CC(=O)N1CCN(c2ccc(NC(=S)NC(=O)/C=C/c3ccccc3)cc2)CC1 | -15.5 | -0.5 | 6.5 | 14.6 | -2.5 | 0.3 | 2.4 | 0.4 | -9.4
CCOC(=O)NC(=O)c1cn(N(C)c2ncc(C(F)(F)F)cc2Cl)c(=O)[nH]c1=O | 5.2 | 0.0 | 29.9 | -0.9 | -7.6 | 0.7 | 2.2 | 0.4 | 14.8
O=C(Nc1ccc(N2CCCC2)c(Cl)c1)c1ccc2c(c1)OCCO2 | -6.3 | 0.5 | -35.3 | 10.3 | 2.7 | -0.1 | 0.7 | -0.2 | -4.5
CCC(CC)c1nnc(NC(=O)CN2C(=O)C3C4C=CC(C4)C3C2=O)s1 (stereo not given) | -9.7 | -2.6 | 17.3 | 11.6 | 0.3 | -0.2 | -0.5 | 0.7 | 27.4
O=S(=O)(NC1CC1)c1ccc2c3c(cccc13)CC2 | 7.0 | 5.1 | -10.4 | -13.4 | 0.9 | -0.9 | 0.8 | 0.3 | 31.0
O=C(NN=C1CCCC1)c1cccs1 | -21.0 | 1.2 | -22.1 | 13.5 | -4.1 | 0.8 | -0.6 | 0.6 | -11.3
O=C(CCNc1cccc(C(F)(F)F)c1)c1ccco1 | 4.9 | 1.0 | 11.8 | 3.9 | 0.4 | -0.5 | -0.8 | 1.3 | 29.4

Of the compounds above, 2 contain bromine.
SMILES | S1P4 antagonist | NPY Y1 blocker | EP2 modulator | NPY-Y1 PAM-ag | NPY-Y2 PAM-ag | TRPN1 ag | S1P4 agonist | TRPML3 ag | CHOP inh
CCOc1cc(/C=C2\N=C(C)OC2=O)cc(Br)c1OCCc1ccccc1 | 1.5 | 5.9 | 31.9 | 3.4 | -1.1 | 0.6 | -4.7 | 0.0 | 29.1
CCCOc1c(Br)cc(C(=O)NCC)cc1OC | -7.2 | 6.3 | 1.6 | -19.8 | 10.3 | -1.5 | -0.9 | -0.6 | 21.9

Further entries
SMILES | S1P4 antagonist | NPY Y1 blocker | EP2 modulator | NPY-Y1 PAM-ag | NPY-Y2 PAM-ag | TRPN1 ag | S1P4 agonist | TRPML3 ag | CHOP inh
CCC(C)NC(=O)CO/N=C/c1ccc(C(=O)OC)cc1 (stereo not given) | 11.5 | -2.5 | -18.0 | 23.5 | -5.2 | 0.5 | 0.7 | 0.5 | 17.4
Cc1cc(NC(=O)c2ccco2)ccc1-n1cnnn1 | -10.6 | 0.5 | -19.1&-23.0 | -20.3 | -5.2 | 1.3 | 1.2 | 0.3 | -21.3
C=CCNC(=S)Nc1sc2c(c1C(=O)OCC)CCN(C(=O)OCC)C2 | 9.8 | 0.4 | 37.1 | -11.4 | -7.1 | 0.3 | -0.8 | 0.7 | 23.8
Cc1ccc(/C=C2\SC(=S)N(CC(=O)Nc3cccnc3)C2=O)cc1 | -1.9 | 0.1 | -0.4 | 0.2 | 8.3 | -0.1 | -0.2 | 1.3 | 86.2*
COc1ccc(OC)c(/C=N/NC(=O)CSc2cc(C)nc3c(OC)cccc23)c1 | -7.3 | 9.8 | -12.6 | 1.4 | -10.1 | 0.8 | 1.8 | 0.2 | 105.3*
O=C(OCc1nnc(-c2ccccc2)o1)c1cc(Cl)ccc1[N+](=O)[O-] | -16.2 | 0.3 | -61.7 | -28.6 | -18.2 | -1.5 | 2.9 | -0.3 | 9.7
COC(=O)c1[nH]c2cccc(OC)c2c1NC(=O)CN(C)CC1OCCO1 | -11.5 | 3.3 | 10.1 | -12.6 | -14.0 | 1.3 | -0.8 | 0.7 | -22.6
CCNS(=O)(=O)c1ccc(OCCNS(C)(=O)=O)cc1 | -4.9 | 6.2 | 4.9 | -17.6 | 5.5 | 1.3 | -1.2 | 1.4 | -0.7
CCOP(=O)(c1c(F)c(F)c(F)c(F)c1F)C1(O)CCCCC1 (stereo not given) | 8.9 | -3.6 | 17.3 | -25.8 | 1.4 | 1.1 | -2.6 | 1.0 | 25.9
O=C(NCCc1ccccc1)C1CCC(Cn2c(=O)c3ccccc3n(Cc3cccc(F)c3)c2=O)CC1 (stereo not given) | -19.1 | -2.8 | 27.9 | -26.8 | 2.5 | 1.5 | 0.0 | 0.4 | 4.7
O=C(Nc1ccc(CN2CCOCC2)cc1)c1cc2ccccc2o1 | -12.1 | 5.3 | -12.2 | -18.8 | -17.1 | 3.0 | -4.2 | 2.1 | -9.0
Cc1nc2cccc(C)n2c(=O)c1Cl | -7.2 | 3.9 | 4.8 | -19.0 | -2.4 | -0.2 | 2.0 | 0.9 | 11.5
O=C(N/N=C/c1ccco1)c1ccccc1OCc1ccc(Br)cc1 | -12.9 | 16.3 | 26.5 | -59.4 | -47.2 | -1.4 | 0.9 | -0.3 | 11.0
COc1ccc(/C=N/NC(=O)c2cccc([N+](=O)[O-])c2)cc1OC(=O)c1ccc(C)cc1 | -12.2 | 3.5 | 1.8 | 28.0 | 4.1 | -1.1 | 1.5 | -0.3 | 43.6
CCC(O)CNC(=O)NC(=C(Cl)Cl)c1ccc(C)c(F)c1 (stereo not given) | 3.3 | -2.8 | 2.0 | 9.1 | -3.0 | -0.9 | 0.6 | 0.1 | -1.5
CC(=O)N/C(=N/c1nc(C)cc(C)n1)Nc1ccc(NC(C)=O)cc1 | -14.8 | 2.0 | -3.2 | -18.6 | -15.3 | -0.8 | -0.2 | -0.2 | 40.1
CCS(=O)(=O)N1CCCC(C(=O)NCC2CCCO2)C1 (stereo not given) | 3.0 | 2.9 | 23.1 | 13.4 | -4.3 | 0.8 | -1.2 | -0.1 | 49.0
CC(=O)c1c(C)[nH]c(C(=O)CN2C(=O)NC(C)(CCC(C)C)C2=O)c1C (stereo not given) | 0.1 | 0.6 | -7.5 | 6.3 | 15.4 | 2.2 | 0.0 | 1.4 | 5.2
COc1cccc(CN2CCNC(=O)C2CC(=O)NCCn2ccc3ccccc32)c1OC (stereo not given) | -18.9 | 12.0 | -16.0 | -8.2 | -1.3 | 0.0 | 2.9 | 0.1 | 2.0
Cc1oc2c(cc(NS(=O)(=O)c3cccs3)c3ccccc32)c1C(=O)OC(C)C | -2.0 | 1.7 | 39.5 | -11.1 | 2.4 | -2.4 | 2.4 | -0.7 | 43.6
O=C(CSCc1ccc(Cl)cc1)NCc1ccccn1 | -4.0 | 0.7 | 6.9 | 8.5 | 8.4 | -1.4 | 1.6 | -0.5 | -15.2
Nc1cc(=O)[nH]c(SCc2nnc(-c3ccccc3)o2)n1 | -5.2 | 2.8 | 4.6&0.0 | 4.0 | -21.7 | 2.4 | 1.7 | 0.3 | 7.9
CNC(=S)N/N=C/c1ccc(-c2cccc(C(=O)O)c2)o1 | 1.0 | x | -27.7 | 4.6 | -13.6 | 0.1 | 2.6 | 0.8 | -11.1
CC(=O)NS(=O)(=O)c1ccc(NC(=O)COc2ccc(C(=O)c3ccccc3)cc2)cc1 | -6.4 | 2.2 | 1.0 | -1.6 | 0.6 | 1.3 | 2.6 | 1.0 | 6.8
CCn1cc(C(=O)OCC(=O)c2ccccc2)c(=O)c2ccc(C)nc21 | -2.6 | 6.4 | 21.5 | -22.6 | -3.2 | -0.1 | -0.7 | 0.6 | 1.2
O=c1c2ccccc2nc(/C=C/c2cccc([N+](=O)[O-])c2)n1CCCO | 6.4 | -0.3 | x | -13.7 | 0.6 | 1.9 | -1.8 | 0.8 | x
O=C(N/N=C/c1ccc(Cl)cc1)Nc1ccccc1 | -16.3 | 6.7 | 19.1 | 5.1 | 4.6 | -0.1 | 0.9 | 0.1 | 52.1

Screens: PubChem, several laboratories
